hIAP act = human IAP activation. purified human IAP, CDP-Star luminescence, 30 min; stronger effect = higher value; 1 = vehicle-only enzyme, 0 = enzyme-free background. actives 0.16% (n = 330,000). P09923. activation factor at 10 µM. AID 2524;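 active means activation factor of the enzyme at least 2-fold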; further: the source names both 10 and 20 µM as test concentration; values of inactives mirror those of a sister screen read the other way
MIN6 prolif = MIN6 beta-cell proliferation induction; actives 0.29% (n = 330,000); AID 2380; proliferation, % at 10 µM; MIN6 cells proliferation, ATPlite luminescence, 48 h; cells starved in 0.2% serum; 100% = growth in 10% serum;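 active means compounds whose signal lies at least 3.5 SD above the mean of all wells on their plate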;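 further: 0% = DMSO-treated cells in low-serum medium and 100% = 10% serum control; some compounds called inactive have numbers as strong as hits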
A3G deaminase = inhibitors of human APOBEC3G DNA deaminase | inhibition, % at 20 µM | Q9HC16 | recombinant A3G, ssDNA deamination FAM/TAMRA fluorescence | actives 0.28% (n = 330,000);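 active means inhibition of at least 40% at 20 µM, with no more than 30% in the related APOBEC3A deaminase screen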;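 further: plate controls were DMSO wells with A3G for no effect and wells lacking A3G enzyme for full effect; some compounds called inactive have numbers as strong as hits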
Target sequence (Q9HC16 whole entry, looked up): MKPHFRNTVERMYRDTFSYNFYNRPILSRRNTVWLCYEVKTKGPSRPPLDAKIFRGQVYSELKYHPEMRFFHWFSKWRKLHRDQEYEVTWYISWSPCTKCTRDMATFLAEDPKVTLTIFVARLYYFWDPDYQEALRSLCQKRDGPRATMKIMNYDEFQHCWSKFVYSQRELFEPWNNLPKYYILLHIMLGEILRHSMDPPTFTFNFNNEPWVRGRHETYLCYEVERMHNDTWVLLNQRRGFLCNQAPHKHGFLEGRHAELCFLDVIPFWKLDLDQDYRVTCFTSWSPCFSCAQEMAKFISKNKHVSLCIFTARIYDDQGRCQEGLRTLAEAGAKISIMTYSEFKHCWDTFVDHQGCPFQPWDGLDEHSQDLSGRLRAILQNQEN
mIAP activ = mouse IAP activation; muIAP, CDP-Star luminescence, 30 min; stronger effect = higher value; 1 = vehicle-only enzyme signal, 0 = enzyme-free wells; activation factor at 10 µM; actives 0.24% (n = 330,000); AID 2805;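 active means activation factor of at least 2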; further: the source names both 10 and 20 µM as test concentration; values of inactives mirror those of a sister screen read the other way
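System: mouse IAP enzyme. Reagent: CDP-Star chemiluminescent phosphatase substrate. Benchmarks: DMSO wells, no-enzyme wells. Times: 30 min enzyme-substrate-compound incubation at room temperature. Detection: luminescence from enzymatic CDP-Star hydrolysis. Doses: test compounds delivered from DMSO solution.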
mIAP inh = blocks mouse intestinal alkaline phosphatase. purified mouse IAP, CDP-Star luminescence, 30 min. inhibition, % at 10 µM. actives 0.2% (n = 330,000). AID 2806;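 active means inhibition of at least 40% at 10 µM in the primary screen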;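 further: plate controls were DMSO with enzyme for no effect and no enzyme wells for full effect; values of inactives mirror those of a sister screen read the other way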
APOBEC3A inh = blocks human APOBEC3A ssDNA deamination. P31941. recombinant A3A, FAM/TAMRA ssDNA deamination fluorescence. inhibition, % at 20 µM. actives 0.41% (n = 330,000). AID 493011;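 active means at least 40% inhibition at 20 µM here, with at most 30% in a related deaminase screen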;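 further: plate controls were A3A with DMSO for no effect and wells lacking A3A enzyme for full effect; some results filed as inactive read as strong as hits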
Target sequence (P31941 whole entry, looked up): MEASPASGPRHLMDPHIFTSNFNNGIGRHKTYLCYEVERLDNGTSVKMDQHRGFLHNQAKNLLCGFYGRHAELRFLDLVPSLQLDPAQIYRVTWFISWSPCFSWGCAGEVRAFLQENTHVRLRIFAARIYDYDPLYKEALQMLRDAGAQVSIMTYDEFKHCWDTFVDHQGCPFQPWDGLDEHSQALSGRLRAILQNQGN
ATG4B inh = inhibitors of human ATG4B cysteine protease; Q9Y4P1; ATG4B cleavage of LC3-PLA2, NBD-HPC fluorescence, 1 h; inhibition, % at 8.33 µM; actives 0.51% (n = 340,000); AID 504462; in the data active means inhibition above about 40%
Target sequence (Q9Y4P1 whole entry, looked up): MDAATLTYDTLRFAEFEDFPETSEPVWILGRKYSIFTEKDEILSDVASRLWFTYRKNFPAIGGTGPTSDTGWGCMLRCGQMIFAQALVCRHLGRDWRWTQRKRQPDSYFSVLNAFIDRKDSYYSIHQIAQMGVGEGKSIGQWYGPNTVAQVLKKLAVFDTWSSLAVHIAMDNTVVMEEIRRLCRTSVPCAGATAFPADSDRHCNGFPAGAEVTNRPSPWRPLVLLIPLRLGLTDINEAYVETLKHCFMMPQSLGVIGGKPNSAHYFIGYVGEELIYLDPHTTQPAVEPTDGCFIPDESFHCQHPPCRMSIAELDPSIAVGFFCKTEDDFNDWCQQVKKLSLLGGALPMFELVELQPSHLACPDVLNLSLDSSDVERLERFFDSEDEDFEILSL
hIAP inh = human IAP inhibition; P09923; purified IAP, CDP-Star luminescence, 30 min; inhibition, % at 10 µM; actives 0.12% (n = 330,000); AID 2544;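 active means inhibition reaching a set limit with compound at 10 µM in the primary screen, cut at about 35% in these data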;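 further: plate controls were DMSO wells with enzyme for no effect and no-enzyme buffer wells for full effect; values of inactives mirror those of a sister screen read the other way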
MPTP block = blocks calcium-induced mitochondrial swelling; isolated mouse mitochondria, Ca2+ swelling absorbance, 30 min; inhibition, % at 10 µM; actives 1.4% (n = 360,000);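 active means inhibition of 50% or more, scaled per plate between neutral and stimulator controls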;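 further: 0% = DMSO wells given calcium and 100% = 1 mM EGTA wells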
The depositor's hits bear a star; / = not tested or not shown; & = joins results of further samples.

canonical_smiles	hIAP act	mIAP inh	MPTP block	A3G deaminase	ATG4B inh	MIN6 prolif	mIAP activ	APOBEC3A inh	hIAP inh
Oc1c(Br)cc(Br)cc1C=Nc1ccc2[nH]ncc2c1	1	34	7.9	3	23	-5	0.66	12	-4
CC(C)(C)C1c2[nH]c3ccccc3c2CCN1CCCn1cccn1 (stereo not given)	0.96	3	0.3	-7	-10	1	0.97	0	4
COc1ccc(N2CCN(C(=O)c3c(-c4c(F)cccc4Cl)noc3C)CC2)cc1	1.2	5	-1.4	-4	-2	-2	0.95	-1	-18
COc1ccc(-c2csc(NC(=O)c3cccc(S(=O)(=O)N4CCN(C)CC4)c3)n2)cc1	0.88	16	6.2	-4	-16	-4	0.84	-1	12
O=C(Nc1ccc2c(c1)OCO2)c1ccc(COc2ccc3c(c2)CCC3)o1	0.91	2	0.2	-8	10	-4	0.98	0	9
COC(=O)c1cn(CC(=O)N2C(C)CCCC2C)c2ccccc12 (stereo not given)	1	4	-3.3	-8	-8	-1	0.96	-4	-4
CCCc1nnc(SCC(=O)Nc2ccccc2Cl)n1CC1CCCO1 (stereo not given)	1.1	1	0.2	-4	5	2	0.99	-5	-9
CC(C)Cn1c2c(c(O)c(C(=O)Nc3ncccc3O)c1=O)CCCC2	1.4	6	3.1	-6	-2	-4	0.94	-2	-43
CCOc1ccc(N2CC(=O)N/C2=N\c2nc(C)cc(C)n2)cc1	0.98	-11	2.8	7	0	-1	1.1	4	2
O=c1[nH]c(Nc2ccc(F)cc2)cc2ccccc12	0.83	4	-2.1	-10	33	-1	0.96	4	17
Cc1ccc(-c2csc3ncnc(Oc4cccc5ccc(C)nc45)c23)cc1	1	11	1.1	-9	-13	-6	0.89	-4	-4
Cc1onc(-c2c(F)cccc2Cl)c1C(=O)OCc1cnc(Cl)s1	0.91	7	52*	-9	3	-2	0.93	-1	9
C=CCNC(=S)NNC(=O)c1ccc(=O)n(Cc2ccccc2)c1	1.4	-1	0.2	0	-2	5	1	0	-38
Cc1ccc(NC(=O)Nc2ccccc2C#N)c(Cl)c1	0.95	-13	0.4	-6	2	0	1.1	-7	5
N#Cc1ccc(OCc2nnc(SCC(=O)c3ccccc3)n2-c2ccccc2)cc1	1.1	8	-1.4	-10	46*	-5	0.92	-2	-6
O=C(NCc1ccccc1)C1=C[C@@H](c2ccccc2)C[C@@H](OCc2ccc(CO)cc2)O1	1	-10	-0.1	0	6	-6	1.1	4	0
C=CCSc1ncnc2c1oc1nc3c(cc12)COC(C)(C)C3	0.82	-6	1.8	1	-5	4	1.1	2	18
COc1ccc(-c2cn[nH]c2N)cc1	0.99	10	0.4	-7	-4	-3	0.9	-4	1
O=C(c1cc(-c2ccco2)on1)N1CCOCC1	1.2	-2	-0.6	-6	2	1	1	3	-16
CCCCNC(=O)NC(C(=O)OC)C12CC3CC(CC(C3)C1)C2 (stereo not given)	1.1	-17	0.4	-1	0	-2	1.2	1	-10
COc1cccc(CSc2nnc(-c3ccncc3)n2N)c1	0.94	3	2.0	-8	1	1	0.97	-3	6
COc1cc(/C=C2\SC(=S)N(NC(C)=O)C2=O)ccc1OC(=O)c1ccco1	0.83	22	16	-4	-1	-5	0.78	0	17
C=CCNc1nc(-c2ccc([N+](=O)[O-])cc2)cs1	0.95	21	-1.3	1	8	0	0.79	4	4
O=C(OCc1cccc(C(F)(F)F)c1)c1cc([N+](=O)[O-])ccc1N1CCOCC1	1	8	-0.2	5	0	-3	0.92	2	-3
Cc1[nH]c(C)c(S(=O)(=O)N2CCN(c3ccc(Cl)cc3)CC2)c1C(=O)N1CCCC1	1.1	4	-1.7	-6	-12	0	0.96	-6	-9
COc1cccc(CN(C)C(=O)c2ccc(COc3ccc(Cl)cc3)cc2)c1OC	1	0	3.1	0	-9	-3	0.99	3	-4
COC(=O)c1ccc(NC(=O)c2ccc[n+]([O-])c2)cc1	1	5	-1.0	0	1	0	0.95	2	-4
CCOCCCNC(=O)CNC(=S)N(Cc1ccccc1F)C1CCCCC1	0.97	2	-2.8	-3	-5	-1	0.98	-3	3
COC(=O)c1ccc(/C=N/OCC(=O)Nc2cc(F)ccc2F)cc1	0.99	7	-1.2	-3	-2	-3	0.93	4	1
CCC(Cc1ccccc1)NC(=O)/C=C/c1ccco1 (stereo not given)	0.96	7	-0.4	-6	-6	0	0.93	3	4
Oc1ccc(-c2[nH]ncc2-c2cccc3cccnc23)c(O)c1	1	7	1.2	-8	2	-1	0.93	-7	-3
CCCCCCCC(=O)NNC(=O)CC(=O)Nc1ccccc1C(=O)O	1.2	30	-2.2	5	13	0	0.7	6	-17
O=C(Nc1ccccc1)C1C(c2ccccc2)C1(Cl)Cl (stereo not given)	1.2	-61	3.6	2	5	-3	1.6	7	-17
CC(Sc1nncs1)C(=O)Nc1ccc(S(=O)(=O)Nc2ncccn2)cc1 (stereo not given)	1	0	-1.8	-11	-2	2	1	-4	-3
CC(C)(Oc1ccc(Cl)cc1)C(=O)NNC(=O)c1ccc(Br)o1	2	5	-1.5	-4	-9	0	0.95	-2	-100
O=C(Nc1ccc2ccccc2n1)c1ccccc1Br	1.1	6	-1.2	-6	-4	0	0.94	-1	-6
O=c1oc2ccc(C#CC3(O)CCCCC3)cc2cc1-n1cc(-c2ccsc2)nn1	1	11	0.8	-2	6	-2	0.89	1	-2
COc1ccc2nc(N3CCC(C)CC3)c(C#N)cc2c1	0.99	-1	0.6	-5	-10	-4	1	-3	1
CCOc1ccc(N(CC(=O)NCCOc2ccccc2OC)S(=O)(=O)c2ccccc2)cc1	0.93	-2	1.4	5	0	-1	1	-6	7
COc1cc2sc(NC(=O)c3ccco3)nc2cc1Cl	0.99	4	0.7	14	2	-4	0.96	5	1

Already shown: entries from further up.
canonical_smiles	hIAP act	mIAP inh	MPTP block	A3G deaminase	ATG4B inh	MIN6 prolif	mIAP activ	APOBEC3A inh	hIAP inh
CC(C)(Oc1ccc(Cl)cc1)C(=O)NNC(=O)c1ccc(Br)o1	2	5	-1.5	-4	-9	0	0.95	-2	-100
O=C(Nc1ccc2ccccc2n1)c1ccccc1Br	1.1	6	-1.2	-6	-4	0	0.94	-1	-6

Going on with the list.
canonical_smiles	hIAP act	mIAP inh	MPTP block	A3G deaminase	ATG4B inh	MIN6 prolif	mIAP activ	APOBEC3A inh	hIAP inh
Clc1ccc(/C=N/N2CCCCC2)cc1	1	-3	1.3	-3	-12	-1	1	-3	-2
CC(C)OC(=O)C[N+](C)(C)CCN1C(=O)C2C(c3ccccc3)C=CC(c3ccccc3)C2C1=O (stereo not given)	1.1	4	-0.5	-3	5	3	0.96	2	-5
CC(C(=O)NC(C)(C)C)N(C(=O)CS(=O)CC(=O)Nc1ccc(F)cc1)c1ccccc1F (stereo not given)	0.97	4	0.8	-5	-1	3	0.96	1	3
COc1ccc2cc(C3=CCCCC3)ncc2c1	1.1	15	-0.6	-9	5	-6	0.85	0	-6
N/C(Cc1cccs1)=N\OC(=O)COc1ccc(Cl)cc1Cl	0.93	-3	1.4	-7	4	5	1	-5	7
OCc1ccccc1CN1CCCCCC1	0.87	-8	1.0	-3	-6	-2	1.1	-3	13
Nc1cc([N+](=O)[O-])cc2oc(-c3ccccc3)cc12	1	10	2.7	-1	-7	-2	0.9	-1	-4
N=c1c2ccccc2nnn1-c1ccc(C(F)(F)F)cc1	0.96	9	1.3	-9	-3	1	0.91	-1	4
CC(=O)Nc1ccc(C(=O)Nc2ccc3c(c2)OCO3)cc1	0.92	6	-0.6	-1	6	-2	0.94	7	8
COc1ccc(NC(C)=O)cc1NC(C)C(=O)Nc1cccc(S(=O)(=O)N2CCOCC2)c1 (stereo not given)	0.99	-3	-0.6	3	-6	1	1	2	1
CN(Cc1ncc[nH]1)C(=O)c1cc(COc2c(F)cccc2F)on1	1.1	-1	0.2	-4	27	-2	1	-2	-8
CC(=O)Nc1nc(C)c(-c2csc(Nc3ccccn3)n2)s1	1&1	4&4	1.5&1.4	2&-8	-20&-17	4&2	0.96&0.96	6&-6	-3&-2
O=c1c2cc(Cl)ccc2nc(-c2ccccc2Cl)n1O	1.1	-3	-1.6	8	3	-1	1	-5	-14
CC1(C(=O)N2CC3(CC(c4cccc(NC(=O)COc5ccc(Cl)cc5)c4)=NO3)C[C@@H]2C(N)=O)CC1 (stereo not given in full)	0.97	-18	-1.5	-14	-11	-4	1.2	-2	3
O=c1oc2ccccc2c(NCc2ccc(Cl)cc2)c1[N+](=O)[O-]	1	0	54*	-4	-2	-2	1	-7	0
COc1cc2oc(=O)cc(-c3ccc(-c4ccc(N(C)C)cc4)cc3)c2c(OC)c1OC	/	0	0.3	5	-4	/	1	5	/
CCc1cc(=O)[nH]c(SCc2cccc3ccccc23)n1	1	-4	0.2	-2	2	-1	1	-2	-5
CC(C)(C)OC(=O)CNC(=O)c1[nH]cnc1C(=O)N[C@@H](CCCCNC(=O)OC(C)(C)C)C(=O)OC(C)(C)C	1.5	-6	-1.4	-12	-7	-5	1.1	-4	-47
COc1cc(NC(=O)C2CCCN(S(=O)(=O)c3ccc4[nH]c(=O)ccc4c3)C2)cc(OC)c1 (stereo not given)	0.97	-8	0.0	1	-8	2	1.1	-2	3
CC(=O)c1ccc(Oc2cc(C)nc(NCc3ccccc3)n2)cc1	1.3	-6	0.8	1	-4	0	1.1	4	-32
c1ccc(COc2ccccc2CNCc2cccnc2)cc1	0.92	14	2.2	-4	-8	-3	0.85	1	8
CCOc1ccc(NC(=O)Cn2cc(C(=O)C3CC3)c3ccccc32)cc1	1.1	-11	2.1	-2	-12	-2	1.1	0	-6
CCN(CC)c1ccc(C(=S)NC2CCCCC2)cc1	0.9	16	-1.1	16	13	-1	0.84	0	10
Cc1oc2c(c1C(=O)NC(Cc1c[nH]c3ccccc13)C(=O)O)CCCC2 (stereo not given)	1.2	-6	3.9	-2	-3	-4	1.1	-7	-25
COc1cc(NC(=O)CCS(=O)(=O)c2ccc3c(c2)oc(=O)n3C)cc(OC)c1OC	0.92	-5	0.4	-1	3	-3	1	-1	8
O=C(CNC(=O)c1ccco1)N/N=C/c1ccc(O)c([N+](=O)[O-])c1	1.3	7	0.2	6	0	0	0.93	-2	-32
CCCN1CCC(NC(=O)Nc2ccc([N+](=O)[O-])cc2)CC1	1.1	-3	2.6	-4	-10	-1	1	-2	-7
O=C(Nc1ccc(Cl)cc1F)C1CC1	0.94	-6	-0.2	-11	9	-5	1.1	-4	6
CN(C)c1ccnc(-n2cccc2/C=N/O)c1C#N	1	-5	0.6	-5	10	0	1	-3	-4
CC(=O)/C=N/Nc1ccccc1	0.75	8	0.9	-6	4	1	0.92	5	25
O=C(c1ccccc1)N1CCN(C(=O)c2ccncc2)CC1	0.9	6	0.0	0	-7	-1	0.94	1	10
O=C(CN1CCN(c2ncc(C(F)(F)F)cc2Cl)CC1)N1CCN(c2ncc(C(F)(F)F)cc2Cl)CC1	1.2	-7	3.5	-7	-7	0	1.1	-1	-16
CCCC[C@@H]1CNC(=O)C(=O)N1CCc1cc(C(F)(F)F)cc(C(F)(F)F)c1	0.89	7	-0.7	-7	-9	0	0.93	-2	11
Cc1nc2c(C#N)c[nH]n2c(=O)c1Cc1ccccc1	0.92	-3	1.1	2	3	-3	1	4	8

Screening data from PubChem.
